Screening data from PubChem.
14-3-3 Bad PPI: inhibitors of 14-3-3 zeta/Bad binding, primary screen, biochemical, TR-FRET, bovine 14-3-3 zeta | 14-3-3 protein zeta/delta (Bos taurus), P63103 | TR-FRET 14-3-3zeta/Dy647-pBad peptide displacement, 1 h | inhibition, % at 21.7 µM | hit rate 0.71% among 220,000 | AID 781, 2007;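 active = inhibition above about 70%, limit read from the data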;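 also: 0% = full 14-3-3 plus peptide FRET controls and 100% = background without 14-3-3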
zVAD death inh: inhibitors of zVAD-triggered necroptosis, primary screen, L929 cells; viability rescue, % at 10 µM; L929 zVAD necroptosis rescue, ATP luminescence, 24 h; with zVAD 60 µM; hit rate 0.38% among 220,000;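 active = activation, scaled between plate controls, above about 75%, limit read from the data; inactive = activation under that limit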;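 also: 0% = zVAD with DMSO and 100% = DMSO alone without zVAD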
Rad51 HR inh: human RAD51 strand exchange inhibitors, primary screen, biochemical, fluorescence; hit rate 0.085% among 200,000; inhibition, % at 10 µM; DNA repair protein RAD51 homolog 1 (Homo sapiens), Q06609; hRad51 DNA strand exchange, fluorescence dequenching;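 active = inhibition above 40% at the single screening dose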;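 also: 0% = DMSO control wells and 100% = blanks with heterologous ssDNA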
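Test system: preformed human Rad51 ssDNA filaments. Compound dosing: single dose, 10 µM final compound. Incubation: filaments 15 min 37 °C, then compound 30 min. Technique: FRET fluorescence dequenching, excitation 485 nm, emission 520 nm. Read-out basis: percent inhibition from fluorescence, normalised to plate control and blank means. Benchmarks: plate controls and plate blanks.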
EP2 mod: EP2 receptor modulators, cAMP readout, primary screen, cell-based, HTRF cAMP, PGE2 stimulation; Prostaglandin E2 receptor EP2 subtype (Homo sapiens), P43116; EP2-expressing cells, cAMP HTRF FRET, PGE2 co-stimulation; induction, % at 25 µM; hit rate 0.83% among 260,000; AID 940, 2007;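 active = compounds whose cAMP rise, as percent of the full-agonist control response, exceeds 60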;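 also: rat C6 glioma line stably carrying human EP2 under a CMV promoter; the protocol text gives 20 µM as final concentration; 100% = response of wells given 1 µM PGE2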
TbHK1 inh: Trypanosoma brucei hexokinase 1 inhibitors, primary screen, biochemical, G6PDH-coupled NADH absorbance, MLSCN library; hexokinase 1 [Trypanosoma brucei]; recombinant TbHK1, G6PDH-coupled NADH A340; inhibition, % at 10 µM; hit rate 0.11% among 220,000; AID 1430, 2008;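 active = inhibition of 50% or more in the single-dose primary screen; inactive = inhibition below 50%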
PGE2 EP2 inh: human EP2 receptor antagonists, primary screen, TR-FRET cAMP, C6 glioma cells; inhibition, % at 25 µM; C6 glioma cells expressing human EP2; cells stimulated with saturating PGE2; AID 1422, 2008; hit rate 0.52% among 260,000;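 active = percent inhibition above 40 after rounding to a whole number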;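 also: rat C6 glioma host cells with rolipram phosphodiesterase inhibitor present; the protocol text gives 20 µM as final concentration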
Hck-Nef inh: inhibitors of Nef-activated human Hck kinase, primary screen, biochemical, Z-Lyte FRET, 384-well, Hck-YEEI. hit rate 0.68% among 220,000. inhibition, % at 20 µM. AID 463187, 2010. Recombinant Hck-YEEI plus Nef, Z-Lyte FRET kinase assay. Tyrosine-protein kinase HCK (Homo sapiens), P08631;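 active = Hck-Nef kinase inhibition above about 50%, limit read from the data; inactive = inhibition below that limit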;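 also: 0% = DMSO with Hck plus Nef and 100% = Hck alone without Nef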
eIF4E-4G inh: eIF4E–eIF4G protein interaction inhibitors, primary screen, biochemical, uHTS, TR-FRET, eIF4GI fragment. inhibition, % at 21.7 µM. Eukaryotic translation initiation factor 4E (Mus musculus) + Eukaryotic translation …. AID 782, 2007. hit rate 0.37% among 220,000. TR-FRET eIF4E-eIF4GI(517-606) binding, 2 h;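 active = inhibition above about 30%, limit read from the data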;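 also: 0% = full FRET control wells and 100% = background wells lacking eIF4GI fragment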
Target sequence (P63073 whole entry, looked up, the tested form may be a part): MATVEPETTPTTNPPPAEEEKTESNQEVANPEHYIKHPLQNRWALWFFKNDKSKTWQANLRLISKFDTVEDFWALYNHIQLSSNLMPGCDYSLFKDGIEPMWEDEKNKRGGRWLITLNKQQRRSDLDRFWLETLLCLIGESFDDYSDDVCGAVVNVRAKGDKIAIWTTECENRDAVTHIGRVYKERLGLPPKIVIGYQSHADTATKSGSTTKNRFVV
Target sequence (Q04637 whole entry, looked up, the tested form may be a part): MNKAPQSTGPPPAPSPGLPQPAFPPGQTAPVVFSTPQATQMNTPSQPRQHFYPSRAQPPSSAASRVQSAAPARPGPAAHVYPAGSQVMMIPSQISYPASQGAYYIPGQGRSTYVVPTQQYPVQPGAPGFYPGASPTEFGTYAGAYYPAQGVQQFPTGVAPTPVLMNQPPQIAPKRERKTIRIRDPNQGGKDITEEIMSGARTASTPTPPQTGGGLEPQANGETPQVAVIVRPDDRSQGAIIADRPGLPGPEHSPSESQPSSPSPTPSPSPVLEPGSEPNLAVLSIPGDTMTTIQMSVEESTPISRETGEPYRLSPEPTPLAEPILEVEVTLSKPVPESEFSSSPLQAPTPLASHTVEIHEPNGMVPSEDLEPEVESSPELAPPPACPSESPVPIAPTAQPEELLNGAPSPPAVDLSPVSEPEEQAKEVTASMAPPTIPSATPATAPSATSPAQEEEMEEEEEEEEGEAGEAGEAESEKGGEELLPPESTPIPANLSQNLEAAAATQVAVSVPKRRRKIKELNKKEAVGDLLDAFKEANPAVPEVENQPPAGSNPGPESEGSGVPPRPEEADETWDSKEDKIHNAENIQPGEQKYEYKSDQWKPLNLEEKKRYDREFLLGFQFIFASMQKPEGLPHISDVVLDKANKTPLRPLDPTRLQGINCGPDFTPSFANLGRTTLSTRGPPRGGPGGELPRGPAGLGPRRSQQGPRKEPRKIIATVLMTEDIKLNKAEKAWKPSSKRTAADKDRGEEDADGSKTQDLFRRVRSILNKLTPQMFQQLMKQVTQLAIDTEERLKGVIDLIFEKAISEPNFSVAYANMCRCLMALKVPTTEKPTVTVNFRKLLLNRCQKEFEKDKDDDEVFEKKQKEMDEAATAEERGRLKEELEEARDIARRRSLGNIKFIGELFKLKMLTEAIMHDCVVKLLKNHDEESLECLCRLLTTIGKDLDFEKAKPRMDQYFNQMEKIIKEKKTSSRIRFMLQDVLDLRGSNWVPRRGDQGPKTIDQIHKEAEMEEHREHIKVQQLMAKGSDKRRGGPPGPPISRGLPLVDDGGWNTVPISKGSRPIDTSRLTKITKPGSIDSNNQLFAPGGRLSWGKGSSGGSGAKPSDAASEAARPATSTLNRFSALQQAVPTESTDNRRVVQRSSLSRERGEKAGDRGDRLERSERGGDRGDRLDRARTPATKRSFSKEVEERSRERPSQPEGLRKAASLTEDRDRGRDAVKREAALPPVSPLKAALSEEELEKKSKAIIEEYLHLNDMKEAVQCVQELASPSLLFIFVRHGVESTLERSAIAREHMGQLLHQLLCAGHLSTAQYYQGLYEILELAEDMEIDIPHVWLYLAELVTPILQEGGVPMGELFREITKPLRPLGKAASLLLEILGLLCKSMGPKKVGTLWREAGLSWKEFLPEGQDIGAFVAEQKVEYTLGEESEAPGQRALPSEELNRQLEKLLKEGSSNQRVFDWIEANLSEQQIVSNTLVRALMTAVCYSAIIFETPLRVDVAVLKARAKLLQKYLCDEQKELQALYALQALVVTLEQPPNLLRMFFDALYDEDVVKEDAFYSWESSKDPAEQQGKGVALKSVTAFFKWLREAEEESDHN
m-calpain inh: inhibitors of pig calpain II, primary screen, biochemical, fluorogenic peptide substrate, 1536-well; inhibition, % at 16 µM; purified calpain II, 30 min; hit rate 0.37% among 220,000;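 active = inhibition above about 50%, limit read from the data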
Numbers without * were called inactive; . = not tested or not shown; & = joins results of further samples; [ ] = remark or other dose.

mol	eIF4E-4G inh	14-3-3 Bad PPI	EP2 mod	zVAD death inh	PGE2 EP2 inh	Rad51 HR inh	TbHK1 inh	m-calpain inh	Hck-Nef inh
CC1=C(C(=O)NCc2ccccc2)C(c2cccs2)NC(=S)N1 (stereo not given)	2	-5	-24	-1.0	3	.	3	6	1
COc1ccc(Cc2noc(COc3ccc(Cl)cc3)n2)cc1	6	1	13	-0.4	-4	-7	3	18	-1
CCCC(C)NC(=O)CSc1nc2ccc(C)cc2[nH]1 (stereo not given)	0	1	-21	-0.3	8	7	2	19	19
CCCCOc1ccccc1Cn1c(=O)oc2ccc(C)cc21	-4	4[fluorescence artefact?]	79*	0.0	3	3	4	5	0
Cc1ccc(C2CC(c3ccccc3)=NN2C(=S)Nc2ccccc2)o1 (stereo not given)	-6	0	-12	-0.3	9	-5	-26	38	1
Cc1ccsc1-c1n[nH]c(=S)n1C1CCCCC1	-8[fluorescence artefact?]	-13	63*	2.4	6	5	-2	32	7
CC1(C)CC(=O)C(CC2C(=O)CC(C)(C)CC2=O)C(=O)C1	2	2	17	0.2	13	-11	5	-7	39
Cc1cc(=O)oc2cc(NS(=O)(=O)c3ccccc3)ccc12	9	13	-23	-0.4	16	-1	-56	-316	114*
CCOC(=O)N1CCC(NC(=O)c2cc(-c3ccc(F)cc3)[nH]c2C)CC1	6[fluorescence artefact?]	-9	-60	12	.	.	-1	3	-2
COC(=O)c1ccc(C23CC4(C2)[C@H](CN(Cc2ccc(C(F)(F)F)cc2)[C@@H]4c2ccccc2)C3c2ccc(C(F)(F)F)cc2)cc1 (stereo not given in full)	-3	-4	8	0.6	10	-2	-26	-42	23
CCOC(=O)c1cc(-c2ccccc2)nc2nc(N3CCCCC3)sc12	2	-12	42	0.7	6	7	22	-291	18
Cc1ccc(S(=O)(=O)N2CCN(C(=O)Cn3nc(C(=O)O)c4ccccc4c3=O)CC2)cc1	1	0	-9	0.7	15	-8	-9	-16	4
COc1ccc(NCN2C(=O)CCC2=O)cc1	-1[fluorescence artefact?]	0[fluorescence artefact?]	6	0.6	8	7	-1	9	-1
COc1cc2nc(CN3CCN(C(C)=O)CC3)[nH]c(=O)c2cc1OC	3	-1	4	6.3	3	4	1	-16	-36
O=C1NC(=S)N/C1=C\C=C\c1ccccc1	5	-3	-21	-0.1	6	-2	-26	-28	19

Structures above printed as active in Hck-Nef inh.
mol | eIF4E-4G inh | 14-3-3 Bad PPI | EP2 mod | TbHK1 inh | m-calpain inh | Hck-Nef inh
Cc1cc(=O)oc2cc(NS(=O)(=O)c3ccccc3)ccc12 | 9 | 13 | -23 | -56 | -316 | 114*

Next entries
mol	eIF4E-4G inh	14-3-3 Bad PPI	EP2 mod	zVAD death inh	PGE2 EP2 inh	Rad51 HR inh	TbHK1 inh	m-calpain inh	Hck-Nef inh
CC(=O)Nc1nc2c(ncn2COCCOC(C)=O)c(=O)[nH]1	-2[fluorescence artefact?]	0	-1	0.6	10	-7	-1	-27	6
Cc1ccc2c(c1)N(CCC(=O)NCc1ccccn1)C(=O)CO2	-6	-6	12	-0.6	7	-1	-7	32	0
N#Cc1c2c(c(NCCCN3CCOCC3)n3c1nc1ccccc13)CCC2	1[fluorescence artefact?]	-10[fluorescence artefact?]	36	-0.3	3	-3	3	-17	61*
Cc1cc(C)cc(N(CC(=O)NC2CCCCCC2)S(=O)(=O)c2c(C)[nH]c(=O)[nH]c2=O)c1	4	-5	-18	-0.1	9	-1	6	-5	16
COc1ccc(/C=C/C(=O)NCC2COc3ccccc3O2)c(OC)c1 (stereo not given)	2	-7	-102	6.2	10	24	-13	11	17
Cc1ccccc1OCC(=O)OCC(=O)c1ccc(OC(=O)c2ccccc2)cc1	0	5	7	0.1	4	-6	-8	-9	-1
O=C(CSC1=NCCS1)Nc1ccc(F)cc1	-5	-5	8	4.3	5	4	-9	-2	12
CC1(C)CC(=O)C=C(NCc2ccco2)C1	.	.	.	1.2	11	4	1	.	-1
CCO[C@H]1OC(C(=O)N2CCN(C)CC2)=C[C@@H](C2CC2)[C@@H]1CCCO	-3	-8	-2	-0.2	8	-1	-3	13	-9
CCc1nc(NCCO)c(C#N)c2c1CSC(C)(C)C2	-3	4	15	0.9	10	6	-24	-18	4
Cc1csc2c(=O)sc(NC(=O)c3ccco3)nc12	-28	-14	-11	-0.3	11	13	7	10	13
COc1ccc(OCC(=O)OC2CCN(C)CC2)cc1	6[fluorescence artefact?]	9[fluorescence artefact?]	20	-0.7	4	6	-1	-39	-13
C/C(=N\NC(N)=S)c1ccccc1	-8	0	-49	0.1	5	6	6	4	4
O=C(O)CSc1nc2c(c(C(F)(F)F)n1)CCc1ccccc1-2	-2	-9	32	1.9	6	0	-12	-8	-4
Cc1ccc(C(C)NC(=O)c2ccco2)cc1C (stereo not given)	-3[fluorescence artefact?]	-2	15	1.1	4	8	5	2	-10
Cc1ccc(NC(C)c2cc(Cl)ccc2O)cc1 (stereo not given)	3	-13	-27	0.9	7	3	2	9	0
COc1cccc(C2C(C(N)=O)=C(C)Nc3nc(-c4cccc(Cl)c4)nn32)c1 (stereo not given)	-5	-10	36	3.0	6	-5	3	13	1
Cn1cnnc1SCC(=O)Nc1cc(C(F)(F)F)ccc1N1CCOCC1	-2	-6	-5	0.3	3	1	-7	-3	28
CCO[C@@H]1OC(C(=O)N2CCCCCCC2)=C[C@H](c2cn(C(C)=O)c3ccccc23)[C@H]1CCCO	3	-8	-35	-0.7	.	.	-6	16	16
O=C(NCc1cccs1)C(=O)NCC1OCCCN1S(=O)(=O)c1ccccc1 (stereo not given)	-1[fluorescence artefact?]	-20[fluorescence artefact?]	9	0.6	6	-2	34	28	1
COCCCn1c(C2CCCCC2)nc2oc3cc(OC)ccc3c(=O)c2c1=O	10[fluorescence artefact?]	1	25	0.0	3	-1	-5	-2	2
CC1COC(c2cccn2Cc2ccccc2Cl)=N1 (stereo not given)	-4	2	31	0.1	14	-6	-2	19	-1
COc1ccc(CNC(=O)c2c([S-])n(-c3ccc(C)cc3)c3cccc[n+]23)cc1	1	-2	3	4.8	5	-3	-6	16	-5
COc1ccc2nc(/C=N/NC(=O)CCCCCNC(=O)OC(C)(C)C)ccc2c1	-4	2	-10	0.4	8	.	-42	-173	22
NC(=O)c1nsc(C(=O)N(CCc2ccccc2)C(C(=O)NC2CCCC2)c2ccco2)c1N (stereo not given)	6	-9	43	-0.7	.	-5	-3	-98	0
NS(=O)(=O)c1ccc(CCNC(=O)C2CCN(S(=O)(=O)c3c(Cl)cccc3Cl)CC2)cc1	-16	1	5	-0.1	7	10	-2	-1	17
COc1cc(NC(=O)COC(=O)/C=C/c2ccc(OC)c(OC)c2)cc(OC)c1	5	5	-44	1.3	8	-12	-19	-49	0
O=C(Nc1ccc(C2=NCCN2)cc1)c1ccc(Cl)c(C(=O)Nc2ccc(C3=NCCN3)cc2)c1	8	41	-16	0.6	9	14	-4	-27	5
O=C(Nc1ccc(NC(=O)C2CCCCC2)cn1)c1ccco1	-5	-5[fluorescence artefact?]	-25&-38	0.9	8&10	-8	9	13	3
Cc1ccc(Cn2ccc(NC(=O)c3noc4c3CCCC4)n2)cc1	-2	5	2	2.0	1	-2	-2	-22	-4
CCOC(=O)/C(C#N)=C/c1c[nH]c2ccccc12	-1&6	-17&3	-37&1	1.0&3.9	11&2	1&-3	-27&-11	10&34	25&8
Cc1nc2ccc(NC(=O)c3cccc(C(F)(F)F)c3)cc2o1	-4	22[fluorescence artefact?]	-1	1.0	7	-11	0	14	0
CCc1nnc(SCc2ccc(C(=O)OC)o2)n1N	-7	2	23	0.5	10	-5	9	-30	-1
COc1ccc(-c2cc(=O)c3cc(F)ccc3[nH]2)cc1	7[fluorescence artefact?]	3	0	6.5	6	-5	-4	-53	-3
CC(C)C(=O)NC(c1ccccc1Cl)c1c(O)ccc2ccccc12 (stereo not given)	-10[fluorescence artefact?]	1[fluorescence artefact?]	-17	-0.2	6	0	-1	-12	-2
Cc1cc(C)cc(-n2c(SCC(=O)Nc3cccc(S(=O)(=O)NC4=NCCCCC4)c3)nc3ccccc3c2=O)c1	1[fluorescence artefact?]	-4[fluorescence artefact?]	5	-0.5	5	9	-13	-3	13
C=CCCN(C(C(=O)OC)C(C)C)S(=O)(=O)c1ccccc1Br (stereo not given)	-2	-1	44	0.0	5	-6	-3	1	26
O=C(Cn1nc2ccccc2n1)N/N=C/c1cc([N+](=O)[O-])ccc1O	-7	-10	-6	0.0	4	3	-4	7	15
Cc1ccc(C(=O)N/C(=C\c2cn(-c3ccccc3)nc2-c2ccccc2)C(=O)N2CCOCC2)cc1	0[fluorescence artefact?]	0	36	0.4	11	11	-2	-29	1
CCC(C)NC(=O)C1CCN(S(=O)(=O)c2cccnc2)CC1 (stereo not given)	-6	-2	13	-0.4	20	4	-12	8	2

Fetched by structure from above:
mol	eIF4E-4G inh	14-3-3 Bad PPI	EP2 mod	zVAD death inh	PGE2 EP2 inh	Rad51 HR inh	TbHK1 inh	m-calpain inh	Hck-Nef inh
CCOC(=O)c1cc(-c2ccccc2)nc2nc(N3CCCCC3)sc12	2	-12	42	0.7	6	7	22	-291	18
COc1ccc(/C=C/C(=O)NCC2COc3ccccc3O2)c(OC)c1 (stereo not given)	2	-7	-102	6.2	10	24	-13	11	17

This is a subset; the hit share may differ from the screen's.
